SENP7 block: SENP7 protease inhibitors, primary screen, biochemical, luminescence, uHTS. recombinant SENP7, Z-RLRGG-aminoluciferin luminescence, 40 min. 330,000 compounds, 1.5% hits. inhibition, % at 5 µM. AID 434973, 2010;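 active = inhibition above about 50% at the single test dose, limit read from the data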;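 also: plate controls were DMSO with enzyme for no effect and no enzyme buffer wells for full effect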
HKDC1 inh: HKDC1 hexokinase inhibitors, primary screen, biochemical, fluorescence, uHTS; 340,000 compounds, 0.16% hits; AID 493160, 2011; recombinant HKDC1, G6PDH/diaphorase resazurin coupled fluorescence; Q2TB90; inhibition, % at 20 µM;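 active = inhibition above about 35% when tested at 20 µM, limit read from the data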;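 also: plate controls were DMSO wells with enzyme for no effect and DMSO wells lacking enzyme for full effect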
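Test system: HK5 enzyme. Quantity: 5 µg/mL HK5 final. Reagent: glucose and ATP substrates. Schedule: 90 min reaction incubation at room temperature, dark. Technique: resazurin-to-resorufin fluorescence via G6PDH and diaphorase coupling, 525/613 nm. Control set: DMSO wells with and without enzyme mix.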
ATG4B inhibitor: ATG4B protease inhibitors, primary screen, biochemical, fluorescence, uHTS | inhibition, % at 8.33 µM | AID 504462, 2011 | 340,000 compounds, 0.51% hits | ATG4B cleavage of LC3-PLA2, NBD-HPC fluorescence, 1 h; in the data active = inhibition above about 40%
Target sequence (Q9Y4P1 whole entry, looked up): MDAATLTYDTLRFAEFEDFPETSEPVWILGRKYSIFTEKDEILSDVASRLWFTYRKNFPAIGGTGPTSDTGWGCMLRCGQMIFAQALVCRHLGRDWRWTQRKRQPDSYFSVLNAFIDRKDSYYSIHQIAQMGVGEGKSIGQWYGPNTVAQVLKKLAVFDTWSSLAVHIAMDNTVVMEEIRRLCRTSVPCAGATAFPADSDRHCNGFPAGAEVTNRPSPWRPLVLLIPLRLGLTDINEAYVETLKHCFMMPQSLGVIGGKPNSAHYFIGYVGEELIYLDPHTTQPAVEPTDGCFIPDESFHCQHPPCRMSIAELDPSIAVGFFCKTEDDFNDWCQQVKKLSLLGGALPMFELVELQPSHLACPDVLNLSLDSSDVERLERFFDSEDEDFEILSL
MPTP inh: mitochondrial permeability transition pore inhibitors, primary screen, biochemical, isolated mouse mitochondria, absorbance; Ca2+ swelling absorbance, 30 min; inhibition, % at 10 µM; 360,000 compounds, 1.4% hits;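 active = inhibition of 50% or more, scaled per plate between neutral and stimulator controls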;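 also: 0% = DMSO wells given calcium and 100% = 1 mM EGTA wells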
SENP8 inh: human SENP8 protease inhibitors, primary screen, biochemical, fluorescence, Nedd8 protein substrate, uHTS; Sentrin-specific protease 8 (Homo sapiens), Q96LD8; recombinant SENP8; inhibition, % at 20 µM; 360,000 compounds, 0.64% hits; AID 602440, 2012; in the data active = inhibition mostly above about 40%, no sharp cut-off; inactive = mostly below about 27%
Target sequence (Q96LD8 whole entry, looked up): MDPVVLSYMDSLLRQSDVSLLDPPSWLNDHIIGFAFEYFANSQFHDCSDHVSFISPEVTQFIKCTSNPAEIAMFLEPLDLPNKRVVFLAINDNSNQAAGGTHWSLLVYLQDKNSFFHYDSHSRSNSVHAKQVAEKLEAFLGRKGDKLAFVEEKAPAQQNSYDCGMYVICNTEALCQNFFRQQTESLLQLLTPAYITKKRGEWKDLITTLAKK
PfG6PD inh: PfG6PD enzyme inhibitors, primary screen, biochemical, fluorescence intensity, uHTS; glucose-6-phosphate dehydrogenase-6-phosphogluconolactonase (Plasmodium falciparum 3D7); PfGluPho enzyme, NADPH resazurin-diaphorase fluorescence; inhibition, % at 20 µM; 350,000 compounds, 0.78% hits; AID 504690, 2011;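 active = inhibition reaching at least a set limit at 20 µM in the primary screen, cut at about 59% in these data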;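 also: 0% = DMSO wells with substrate and 100% = DMSO wells lacking glucose-6-phosphate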
SENP6 block: SENP6 protease inhibitors, primary screen, biochemical, luminescence, uHTS; Recombinant SENP6 catalytic domain, aminoluciferin luminescence; inhibition, % at 10 µM; AID 2599, 2010; 330,000 compounds, 1.8% hits;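 active = inhibition above about 50% at the single tested dose, limit read from the data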;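 also: plate controls were DMSO wells with enzyme for no effect and DMSO wells lacking enzyme for full effect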
Target sequence (Q9GZR1 628-1112 limits assumed): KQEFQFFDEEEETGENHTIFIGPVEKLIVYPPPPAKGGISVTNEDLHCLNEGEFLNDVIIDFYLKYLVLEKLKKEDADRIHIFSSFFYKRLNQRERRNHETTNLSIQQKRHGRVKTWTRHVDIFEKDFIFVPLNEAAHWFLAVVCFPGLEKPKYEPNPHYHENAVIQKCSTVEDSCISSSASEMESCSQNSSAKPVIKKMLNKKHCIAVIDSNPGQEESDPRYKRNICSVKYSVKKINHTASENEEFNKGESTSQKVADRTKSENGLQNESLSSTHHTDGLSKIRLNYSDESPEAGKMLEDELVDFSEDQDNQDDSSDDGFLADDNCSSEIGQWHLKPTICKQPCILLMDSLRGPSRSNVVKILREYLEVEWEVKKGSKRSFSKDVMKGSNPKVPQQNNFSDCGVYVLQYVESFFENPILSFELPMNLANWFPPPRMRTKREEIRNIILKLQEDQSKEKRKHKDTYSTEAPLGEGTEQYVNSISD
NR3A LBD binder: binders of NR3A ligand-binding domain, primary screen, biophysical, differential scanning fluorimetry, uHTS | Glutamate receptor ionotropic, NMDA 3A (GRIN3A) ligand-binding domain | Tm shift relative to glycine control, % at 25 µM | 340,000 compounds, 2.5% hits | NR3A LBD differential scanning fluorimetry, Tm shift; 0% = protein alone, 100% = glycine-bound protein;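 active = melting temperature shift of at least 10% of the positive control shift, at one fixed dose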
* = called active by the depositor; · = no result given.

SMILES	SENP7 block	HKDC1 inh	ATG4B inhibitor	MPTP inh	SENP8 inh	PfG6PD inh	SENP6 block	NR3A LBD binder
N#Cc1c2n(c(=S)n(-c3ccccc3[N+](=O)[O-])c1=O)CCCCC2	-14	-1	-2	-3.8	11	3	-14	0
COc1ccc(C(=O)COC(=O)CCN2C(=O)C3C4CC(C(Br)C4Br)C3C2=O)cc1 (centres undefined)	-2	2	-10	1.2	3	-7	-6	-2
COCCOC(=O)C1=C(C)NC(=O)NC1c1cc2c(cc1Br)OCO2 (centres undefined)	-9	5	-7	-0.1	9	7	8	2
O=C(COc1ccc(S(=O)(=O)N2CCOCC2)cc1Cl)NC1CCCCC1	-15	-9	5	-0.2	9	-4	0	-3
CCc1ccc(N2CC(C(=O)Nc3ccccc3F)CC2=O)cc1 (centres undefined)	-2	2	-1	1.0	11	13	2	2
COC(CNC(=O)C1CCN(C(=O)c2cc3oc(C)cc3n2Cc2c(F)cccc2Cl)CC1)OC	-1	-3	-15	3.2	9	1	-11	-3
Cc1ccc(CN2CCN(C(=O)CCc3ccccc3)CC2)cc1	-3	-10	-4	3.7	13	6	-2	2
Cc1ccc(C(=O)N2CCN(c3ccc(C(F)(F)F)cn3)CC2)cc1	12	0	-4	-0.6	3	5	9	0
O=C(NNC(=O)C1CCN(S(=O)(=O)c2ccccc2C(F)(F)F)CC1)c1ccccc1O	-10	-12	-10	-2.7	-303	-32	-22	-4
O=C(NCCCn1ccnc1)C1CC(c2ccccc2Cl)=NO1 (centres undefined)	1	2	11	0.6	14	9	-14	-1
COc1ccc(CCCNC(=O)C2CCC(=O)N(CCc3cccc(F)c3)C2)cc1 (centres undefined)	-1	4	4	1.6	-1	-13	-10	0
O=C(NCc1ccco1)C1CCN(c2nnc(-n3cccc3)s2)CC1	-16	-2	0	1.1	10	10	-5	0
COc1ccc(C(=O)OCC(=O)NCC2CCCO2)cc1S(=O)(=O)N1CCCc2ccccc21 (centres undefined)	-1	-10	-7	3.5	1	9	6	-2
CCC(=O)Nc1ccc(C(=O)CSc2nc3ccc(C)cc3[nH]2)cc1	·	-2	1	0.0	4	8	·	-11
O=C(CCNC(=O)C1CCN(S(=O)(=O)c2ccccc2)CC1)NC1CC1	-2	5	-4	-0.8	8	8	-6	-1
O=C(CSc1nnc(Nc2ccccc2F)s1)NCc1ccco1	·	-2	-6	3.6	30	10	·	-3
NNC(=O)c1c[nH]c2ccc(OCc3ccccc3)cc12	12	-2	-1	1.4	21	3	-13	0
Cc1ccc(/C=N/NC(=O)CSc2nnc(-c3ccccc3)n2-c2ccc(Cl)cc2)o1	-1	2	-4	12	29	-10	6	-13
C=CCN(C(=O)CN1CCCCC1)c1nc(-c2ccccc2)cs1	8	0	2	11	7	-3	0	1
CCCCCCCCCCCCN1[C@@H](CC(=O)OC)c2cc(F)cc(F)c2S1(=O)=O	3	2	-11	2.7	0	29	7	-12
COc1cc(C2C(C#N)=C(N)Oc3cc(C)n(CC4CCCO4)c(=O)c32)cc2c1OCO2 (centres undefined)	·	-5	-4	0.7	-56	-6	·	1
CN(C)c1ccc(C(=O)N/N=C/c2ccccn2)cc1	4	2	1	0.7	-33	-11	1	-3
Cc1nc(NC(=O)CSc2nncs2)c(Cl)cc1Cl	0	8	0	8.9	15	-27	-13	0
COC(=O)C1=C(C)NC(=O)CC1c1cccc(Cl)c1Cl (centres undefined)	1	-4	-8	-0.6	19	18	-7	-1
C/C(=N\NC1=NCCN1)c1ccccc1	-3	-4	-2	2.0	22	-5	-16	-1
COc1ccc(CCNS(=O)(=O)c2cn(C)nc2C)cc1OC	-5	0	-10	0.0	6	6	1	-1
Cc1cc(C)cc(OCCNC(=O)c2ccc(Br)cc2)c1	-5	0	5	0.4	10	-16	-15	0
CCN(CC)S(=O)(=O)c1ccc(Cl)c(C(=O)NCc2ccco2)c1	-3	-7	2	-3.6	8	-11	-14	2
CCCCNC(=O)Cn1nc(C)c(S(=O)(=O)N2CCOCC2)c1C	1	-2	-22	-0.2	25	1	5	2
CCc1nn(CC(=O)N2CCCCCC2)c(=O)c2cc3ccccc3n12	-5	3	6	-0.7	-69	-6	-6	-4
O=C(O)/C=C\C(=O)Nc1ccc(N2CCN(c3ccc(Cl)cc3)CC2)cc1	-1	-10	0	-0.1	39	14	0	1
O=C1NC(=O)C(Cc2c[nH]c3ccccc23)N1 (centres undefined)	-5	-6	1	-0.1	14	10	-20	-1
COC(=O)c1c(C)oc2ccc(N(C(C)=O)S(=O)(=O)c3ccccc3)cc12	-13	-1	1	27	6	-18	-26	-1
Cc1ccc(O)c(NC(=O)C2CC(c3ccc(F)cc3)=NO2)c1 (centres undefined)	4	-7	5	3.1	7	-1	7	-2
COc1ccc(C(=O)OCCCc2cc3ccccc3c(=O)o2)cc1	-6	-4	-3	-1.2	-4	6	2	-2
CNC(=O)c1cc(S(=O)(=O)NCc2ccncc2)ccc1OC	0	-8	-10	-1.2	6	4	13	2
Cc1ccccc1/C=N/NC(=O)c1ccc(-n2cnnn2)cc1	3	-4	1	-0.8	-13	19	-5	30*
CCN(Cc1ccccc1)C(=O)CS(=O)(=O)c1ccccc1	3	-8	30	-0.9	24	14	9	-5
COC(=O)c1c(C)oc2ccc(NS(=O)(=O)c3cc(OC)ccc3OC)cc12	-6	6	-25	-1.5	12	-2	-9	-19
O=C(COc1ccc2ccccc2c1)Nc1ccc(Br)cc1C(=O)O	·	13	11	7.2	-9	-13	·	2
Cc1nn(CC(=O)Nc2cccnc2)c(C)c1[N+](=O)[O-]	-3	-8	5	-0.7	22	-9	-13	0
COc1ccc(NC(=O)CCN2CCOCC2)c(OC)c1	2	0	2	3.9	8	0	-27	0
COCCNC(=O)c1ccc(S(=O)(=O)c2ccc(Cl)cc2)c(NC(C)=O)c1	-6	-2	1	-0.6	7	4	-3	2
COc1cccc(COC(=O)c2ccc(S(=O)(=O)N3CCC(C)CC3)cc2)c1OC	-3	6	-4	-0.6	2	14	-9	7
CCOC(=O)CC(=O)CSc1nc2nc(C)cc(C)n2n1	0	1	-6	0.0	12	-3	-3	2
COc1ccc(Cc2nnc(Nc3ccccc3OC)[nH]c2=O)cc1	2	-5	-6	0.3	6	-31	-20	-2
O=C(Nc1ccc2c(c1)OCCO2)c1ccccc1F	78*	-1	-5	0.6	10	7	76*	-1
Cc1cccc(OCc2ccccc2)n1	·	-1	2	0.4	13	-15	·	0
CC(C)n1cnnc1SCC(=O)Nc1ccc(Br)cc1F	-15	-2	3	3.2	7	-9	-15	0
COCCNC(=O)c1ccc(C(=O)C(=O)c2ccccc2)cc1	-9	1	-3	8.5	7	-7	-8	0
COc1ccc(Nc2nnc(SCC3CCCO3)s2)cc1 (centres undefined)	-16	-3	-10	-1.0	25	11	-11	-6
S=C(NCCNC(=S)Nc1ccccc1)Nc1ccccc1	3	-1	-7	11	12	8	7	5
O=C(Nc1cccc2c1CCCC2)C1CCCN(S(=O)(=O)c2cccc3nonc23)C1 (centres undefined)	1	-4	-7	-0.6	12	-10	-15	-2
NC(=O)CC[C@H](NC(=O)c1ccc(F)cc1)C(=O)N1CCN(Cc2ccc3c(c2)OCO3)CC1	1	-8	-3	-1.2	6	-1	2	1
Cc1cccc2c(C(=O)Nc3ccc(Br)cc3)cc(-c3ccccn3)nc12	8	-2	2	2.0	0	1	-2	0
CCN(CC)S(=O)(=O)c1cccc(C(=O)Nc2ccc(C#N)cc2)c1	1	-3	-4	12	10	-5	2	-6
Cc1[nH]c(C)c(S(=O)(=O)N2CCN(c3cccc(C(F)(F)F)c3)CC2)c1C(=O)N1CCCCC1	-5	-2	-11	1.1	14	8	-7	0
COc1ccc(Cl)cc1C(=O)Nc1cccc(-c2ccc3nncn3n2)c1	1	34	-1	3.4	-18	36	-14	0
CCCCNc1ncnc2c1cnn2Cc1ccc(Cl)cc1	2	-4	-11	1.6	9	0	18	-2
Cc1nc2sc(C(c3ccccc3)N3CCN(CCO)CC3)c(O)n2n1 (centres undefined)	-5	-3	-5	-0.9	11	5	-15	-2

Nothing new here: 5 of the compounds above.
SMILES	SENP7 block	HKDC1 inh	ATG4B inhibitor	MPTP inh	SENP8 inh	PfG6PD inh	SENP6 block	NR3A LBD binder
CCN(CC)S(=O)(=O)c1cccc(C(=O)Nc2ccc(C#N)cc2)c1	1	-3	-4	12	10	-5	2	-6
Cc1[nH]c(C)c(S(=O)(=O)N2CCN(c3cccc(C(F)(F)F)c3)CC2)c1C(=O)N1CCCCC1	-5	-2	-11	1.1	14	8	-7	0
COc1ccc(Cl)cc1C(=O)Nc1cccc(-c2ccc3nncn3n2)c1	1	34	-1	3.4	-18	36	-14	0
CCCCNc1ncnc2c1cnn2Cc1ccc(Cl)cc1	2	-4	-11	1.6	9	0	18	-2
Cc1nc2sc(C(c3ccccc3)N3CCN(CCO)CC3)c(O)n2n1 (centres undefined)	-5	-3	-5	-0.9	11	5	-15	-2

Other results follow.
SMILES	SENP7 block	HKDC1 inh	ATG4B inhibitor	MPTP inh	SENP8 inh	PfG6PD inh	SENP6 block	NR3A LBD binder
Cc1ccc2c(c1)C(c1ccccc1)N(C(=O)c1ccc(S(=O)(=O)N3CCOCC3)cc1)CC(=O)N2 (centres undefined)	2	20	-3	-0.3	24	-10	8	-6
O=C(C1CC(c2ccc(F)cc2)=NO1)N1CCCc2ccccc21 (centres undefined)	-6	-2	-5	-0.9	23	12	-9	1
CCC(C(=O)Nc1ccc(S(=O)(=O)N(C)C2CCN(C)CC2)cc1)c1ccccc1 (centres undefined)	2	-5	-2	0.8	10	7	2	4
Cc1ccc(-n2cc(C(C)(C)C)[nH]c2=S)cc1	-2	-7	2	-0.7	14	33	11	-2
CCNC(=O)CC1C(=O)N(c2ccc(F)cc2)C(=O)N1Cc1ccc(OC)cc1 (centres undefined)	1	-2	0	-0.5	10	-19	-14	2
O=C(NC1CCCCC1)c1cccc2c1C(=O)c1ccc(N3CCCC3)cc1S2(=O)=O	0	-4	2	0.2	14	-10	-11	0
CC(=O)Nc1ccc(NC(=O)C2CCN(C(=O)c3cccs3)CC2)cc1	-4	-11	6	-0.3	24	-7	-8	-2
COCCn1c(=O)[nH]c(=O)c2c1nc(-c1ccc(-c3ccc(Cl)cc3[N+](=O)[O-])o1)n2Cc1ccccc1	12	10	4	3.5	-394	11	28	-11
Nc1cc(=O)[nH]c(SCC(=O)N2CCCC2)n1	-6	-1	-7	-0.5	16	-7	-26	0
CC1(C)CC(=O)C=C(NCCc2ccccc2)C1	4	0	5	1.1	21	-2	-6	-1
CCCC(=O)C1=C(O)C(C(=O)OC)C(C)(C)CC1=Nc1ccc(OC)cc1 (centres undefined)	-2	-2	3	-2.6	5	-12	-8	2
N#Cc1nc(Cc2ccccc2)oc1NCCN1CCOCC1	9	-9	-1	0.0	12	-5	-8	1
CCc1ccc(NC(=O)c2cc(-c3ccc4c(c3)OCO4)on2)cc1	3	-7	-4	0.5	-153	-12	-16	-2
CCOC(=O)c1c(NC(=O)CSc2ncccn2)sc2c1CCN(Cc1ccccc1)C2	·	-10	-2	1.2	-20	10	·	0
CCCCC(C(=O)NCCC(C)C)N(CCCN1CCOCC1)C(=O)c1snc(C(N)=O)c1N (centres undefined)	-9	-11	-5	1.3	-177	14	-16	-1
c1ccc2sc(Cc3nnc4n3CCCCC4)nc2c1	3	12	-2	-0.4	4	-5	-9	1
CCSc1nnc(C)c2ccccc12	-5	-4	2	0.9	31	17	-24	0
CCOC(=O)C1=C(COC(=O)/C=C/c2cccc(Br)c2)NC(=O)NC1C (centres undefined)	-5	5	-27	0.2	10	5	-17	2

Compound activity from PubChem.
